# Source: PubChem BioAssay (several laboratories)
# HGIII-sPLA2 inh = Blocks human group III sPLA2 activity; QFRET BODIPY PC-A2 liposome hydrolysis, fluorescence; inhibition, % at 12.2 µM; 0.56% of 370,000 active;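 active means inhibition above mean plus 3 SD of compounds lying within the high and low control bounds, cut at about 19% in these data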;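 further: 0% = median of test compound wells and 100% = no enzyme DMSO wells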
# Target sequence (Q9NZ20 whole entry, looked up): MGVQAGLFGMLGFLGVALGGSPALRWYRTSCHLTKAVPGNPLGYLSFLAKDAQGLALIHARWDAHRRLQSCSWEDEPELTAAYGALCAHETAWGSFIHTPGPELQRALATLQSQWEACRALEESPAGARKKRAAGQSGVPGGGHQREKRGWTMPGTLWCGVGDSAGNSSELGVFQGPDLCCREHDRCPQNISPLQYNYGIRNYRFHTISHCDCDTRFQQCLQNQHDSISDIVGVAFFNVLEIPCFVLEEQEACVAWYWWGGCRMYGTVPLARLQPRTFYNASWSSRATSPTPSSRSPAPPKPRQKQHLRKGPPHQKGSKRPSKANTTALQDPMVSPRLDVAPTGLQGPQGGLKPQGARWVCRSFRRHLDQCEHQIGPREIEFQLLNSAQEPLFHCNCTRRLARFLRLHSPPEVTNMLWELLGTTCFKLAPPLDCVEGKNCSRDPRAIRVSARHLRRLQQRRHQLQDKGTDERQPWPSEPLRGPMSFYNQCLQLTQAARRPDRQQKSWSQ
# GAA850 FXN act = frataxin GAA850 promoter activation; HEK293 lucGAA850 FXN promoter luciferase reporter, 24 h; percent of 10 µM SAHA response; activation, % at 6 µM; 0.56% of 360,000 active;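 active means activation above the average of all compounds screened plus 3 SD, cutoff fixed separately per campaign, cut at about 7.5% in these data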;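 further: 0% = DMSO wells and 100% = 10 µM SAHA wells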
# DAX1 inh-1 = inhibitors of human orphan nuclear receptor DAX1 (NR0B1); HEK293 Gal4-DAX1 luciferase reporter, luminescence; inhibition, % at 6.75 µM; 0.99% of 340,000 active; AID 504766;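 active means inhibition above the mean over all tested compounds plus 3 SD, cut at about 4.2% in these data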;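 further: 0% = DAX1-transfected cells with DMSO and 100% = empty-vector control cells with DMSO; inhibition shows as a rise in luminescence from relieved DAX1 repression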
# ssDAF12 agonist = activators of S. stercoralis DAF-12 nuclear receptor; activation, % at 6.8 µM; HEK293 ssDAF-12/GRIP1 lit1-tk-luc reporter, luminescence; % of 3 µM dafachronic acid response; 1% of 370,000 active;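 active means activation above the mean over all tested compounds plus 3 SD, cut at about 0.9% in these data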;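 further: 0% = DMSO-only wells and 100% = 3 µM delta7-dafachronic acid wells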
# hcDAF-12 act = activates DAF-12 receptor from parasite H. contortus | HEK293 hcDAF-12 lit1-tk-luc reporter, luminescence; 0% DMSO, 100% Δ7-dafachronic acid | activation, % at 6.8 µM | 1.4% of 370,000 active | AID 652067;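 active means activation above the mean of all tested compounds plus 3 SD, cut at about 5.5% in these data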;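 further: 100% = response to 3 µM Δ7-dafachronic acid high control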
# DAX1 inh-2 = DAX1 (NR0B1) inhibition, primary screen. inhibition, % at 6.8 µM. 1.1% of 370,000 active. AID 652010. HEK293T StAR-luciferase reporter, SF-1/DAX-1 repression relief;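 active means inhibition above the mean over all tested compounds plus 3 SD, cut at about 3.6% in these data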;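 further: 0% = DAX-1 cells with DMSO and 100% = cells lacking DAX-1 with DMSO; higher inhibition means more luminescence from relief of DAX-1 repression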
# GC-A act = GC-A (human) enzyme activation. P16066. HEK293 GC-A cells, cGMP TR-FRET, EC30 ANP; 0% at EC30 ANP, 100% saturating ANP. activation, % at 10 µM. 0.14% of 370,000 active; in the data active means activation above about 40%
# GC-B act = GC-B (human) receptor activation. HEK293-GC-B cells, CNP EC30, cGMP TR-FRET; 0% at EC30 CNP, 100% saturating CNP. P20594. activation, % at 10 µM. 0.11% of 370,000 active;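 active means activation at 10 µM reaching about 35% in either raw or pattern-adjusted values, limit read from the data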
# SMARCA2 activ = increases SMARCA2 function in MMTV reporter cells. MG213 cells, MMTV-luciferase reporter, dexamethasone, overnight. activation, % at 9.1 µM. 1% of 370,000 active. AID 652017; in the data active means activation above about 7.8%;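 further: 0% = vehicle wells and 100% = reference activator wells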
# ADAM10 inh = inhibitors of human ADAM10. 0.62% of 370,000 active. O14672. AID 720582. recombinant ADAM10, EDANS/DABCYL FRET peptide cleavage, 3 h. inhibition, % at 7 µM;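 active means inhibition above a per-campaign cutoff equal to the mean of compounds falling between control-based bounds plus 3 SD, cut at about 20% in these data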;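 further: 0% = DMSO wells while the 100% control is not disclosed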
# Target sequence (O14672 214-748 limits assumed): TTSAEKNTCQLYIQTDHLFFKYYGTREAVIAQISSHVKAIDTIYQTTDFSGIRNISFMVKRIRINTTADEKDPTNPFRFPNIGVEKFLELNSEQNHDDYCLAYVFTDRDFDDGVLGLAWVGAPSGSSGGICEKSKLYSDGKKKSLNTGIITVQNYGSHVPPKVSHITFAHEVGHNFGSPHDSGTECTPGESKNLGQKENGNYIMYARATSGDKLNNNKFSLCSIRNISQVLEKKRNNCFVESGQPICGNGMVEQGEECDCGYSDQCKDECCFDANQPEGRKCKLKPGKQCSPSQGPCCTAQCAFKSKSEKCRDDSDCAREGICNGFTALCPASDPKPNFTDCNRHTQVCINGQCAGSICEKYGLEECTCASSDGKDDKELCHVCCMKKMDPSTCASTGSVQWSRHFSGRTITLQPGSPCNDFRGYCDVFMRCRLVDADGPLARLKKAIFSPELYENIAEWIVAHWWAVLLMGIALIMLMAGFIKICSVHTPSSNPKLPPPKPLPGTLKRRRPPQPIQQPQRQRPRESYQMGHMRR
# hgDAF-12 ag = hgDAF-12 agonism, primary luciferase screen; HEK293 GAL4-hgDAF12 UAS-luciferase reporter, agonist luminescence; normalized to butyrate control; activation, % at 6.8 µM; 1.8% of 370,000 active; AID 687014;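 active means activation above a cutoff set at the mean of all screened compounds plus 3 SD, cut at about 10% in these data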;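 further: 0% = DMSO wells and 100% = sodium butyrate wells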
# Starred values were filed as active, the others as inactive; · = no result given.
no.	Compound	HGIII-sPLA2 inh	GAA850 FXN act	DAX1 inh-1	ssDAF12 agonist	hcDAF-12 act	DAX1 inh-2	GC-A act	GC-B act	SMARCA2 activ	ADAM10 inh	hgDAF-12 ag
1	CCCCC(=O)N(C)c1c(C)nc2ccc(C(=O)N(C)Cc3ccco3)cn12	-2	-0.9	·	-1.2	-1.4	-1.2	0	3	1	0	-0.1
2	Cc1ccc(C)c(SCC(=O)c2ccc[nH]2)c1	-8	2.2	-0.8	-1.9	-0.2	-0.4	-2	-4	-3	-2	-5.0
3	CC(=O)Oc1cccc(N2C(=O)c3ccc(C(=O)O)cc3C2=O)c1	5	-1.5	-0.8	-0.9	3.1	-0.3	2	5	-2	1	2.3
4	CC1Sc2ccc(S(=O)(=O)CCC(=O)Nc3ccccn3)cc2NC1=O (centres undefined)	4	0.9	0.1	-1.1	-0.5	0.1	-2	0	-1	-18	-0.5
5	CCOC(=O)C1CCN(S(=O)(=O)c2cc(Cl)c(C)cc2OC)CC1	-7	1.2	0.9	-0.2	-2.1	-0.5	0	5	0	5	-0.7
6	O=[N+]([O-])c1cccc(CN2CCN(c3cccc4[nH]ccc34)CC2)c1	-44	4.7	-1.2	-1.1	-1.1	-0.2	5	3	-3	0	-1.4
7	COc1ccccc1C(=O)NC1CC(C)(C)NC(C)(C)C1	3	-0.6	0.3	-1.3	-0.4	0.0	0	3	-1	-4	-0.9
8	O=C(Nc1nccs1)C1CC(=O)N(CCc2ccc(F)cc2)C1 (centres undefined)	0	-0.6	1.6	-0.7	-0.5	-0.2	3	-2	-2	2	-0.1
9	O=C(NC1CCCC1)C1CCN(S(=O)(=O)c2cccc3cccnc23)CC1	2	0.8	0.7	-1.3	-0.3	0.2	0	-1	-2	4	-0.2
10	CCN(CC)CCCN1C(=O)C2C(C(=O)Nc3ccc(C(C)C)cc3)C3C=CC2(O3)C1C(=O)NC1CCCCC1 (centres undefined)	-2	-1.7	1.1	-1.1	-0.4	0.1	8	4	-2	3	-1.1
11	CC12CCC(C(=O)NCc3ccccc3Cl)(CC1=O)C2(C)C (centres undefined)	4	0.7	-1.3	-1.3	0.3	0.4	-1	3	-6	-10	1.7
12	CCOc1ccc(NC(=O)C/C(C)=N/NC(=O)Cc2cccs2)cc1	-17	1.7	0.6	-1.4	2.5	-0.2	2	-6	0	-3	-0.3
13	COc1ccc(-c2noc(CCC(=O)NCCN(C)Cc3ccccc3)n2)cc1	1	-1.5	0.1	-1.0	-2.5	-0.8	-4	-5	-2	0	-2.8
14	COc1ccc(Cn2c(=O)c3cccnc3n(Cc3ccc([N+](=O)[O-])cc3)c2=O)cc1	10	2.6	0.6	-1.4	-0.7	0.0	1	3	0	-11	0.1
15	CC(=O)N1c2ccc(S(=O)(=O)N3CCC(C(=O)Nc4cccc(F)c4)CC3)cc2CC1C (centres undefined)	-13	-2.0	-1.0	-1.7	-2.2	-1.3	4	0	-1	-4	-2.5
16	CSc1cccc(NS(=O)(=O)c2cn(C)cn2)c1	7	3.4	-0.3	-1.2	0.6	-0.1	1	1	-1	-5	0.9
17	Cc1onc(-c2ccccc2)c1C(=O)NNC(=S)NC(=O)c1ccc(F)cc1	12	1.5	-2.5	0.4	1.2	-0.7	-4	1	-2	9	-0.1
18	N#CCNC1CC(=O)N(c2ccc(F)cc2)C1=O (centres undefined)	-2	0.1	0.8	-1.2	0.7	-0.3	1	2	2	2	8.8
19	COc1cc(CNC(=O)c2cc(-c3cc(F)ccc3OCC3CCCO3)n[nH]2)cc(OC)c1 (centres undefined)	-3	-1.3	·	-1.7	-2.2	-0.4	9	9	-2	-3	-2.5
20	Clc1cccc(OCCCN2CCCC2)c1Cl	12	1.9	-0.1	-1.2	-1.1	0.0	2	3	-3	-4	2.4
21	CCOC(=O)CSc1nc(=O)n2cc(C)ccc2n1	1	-0.2	-0.6	-0.9	-1.2	-0.2	3	6	0	-48	0.4
22	COc1ccc(N2CCN(C(=O)c3ccccc3)CC2)c([N+](=O)[O-])c1	6	-1.7	-1.2	-1.1	-1.2	-0.8	1	0	-4	2	2.1
23	O=C(NCc1ccc2c(c1)OCO2)c1cccnc1	5	-1.0	0.6	-1.0	-2.2	-0.7	2	0	-1	-14	1.2
24	CN(CCOc1ccccc1)CC(=O)Nc1cccc(Br)c1	-13	-0.1	-0.3	-1.8	-0.6	0.2	-1	-6	-2	-2	-0.2
25	CCOc1ccc(C2C(C(C)=O)=C(O)C(=O)N2CCc2c[nH]c3ccccc23)cc1 (centres undefined)	-12	0.2	0.3	-1.0	-0.8	0.5	1	-2	1	1	0.5
26	CSc1nnc(NC(=O)c2ccc3c(c2)OCO3)s1	7	0.9	-0.8	0.2	6.0*	13*	0	-1	6	-10	11*
27	CC1=NN(c2nc(C)cc(C)n2)C(=O)C1CCC(C)C (centres undefined)	0	-0.7	3.7	-0.7	-1.6	0.1	1	2	-5	-9	-1.4
28	COc1cc2[nH]c(=S)n(C3CC3)c(=O)c2cc1OC	8	-1.0	1.6	-1.8	-0.4	-1.1	14	13	-2	0	-5.3
29	CCN(CC)CCC(c1ccc2c(c1)OCO2)c1c(OC)cc(OC)c2ccc(=O)oc12 (centres undefined)	3	0.1	0.4	-1.4	-1.4	-0.1	-22	-26	0	-10	0.0
30	COC(=O)CNC(=O)C(C)NC(=O)OCc1ccccc1 (centres undefined)	0	-0.2	0.6	-0.8	0.8	-0.5	0	3	5	-7	0.8
31	COc1ccc(C)c2sc(N(CCN(C)C)C(=O)c3ccc4ccccc4c3)nc12	-4	1.3	1.0	-1.3	0.1	2.7	-14	-16	-1	2	1.2
32	CCOC(=O)N/N=C(\C)c1ccc(-n2cnnn2)cc1	2	0.1	0.4	-0.1	2.4	1.4	-1	3	5	-6	13*
33	Cc1cs/c(=N\N=C2CCCCC2)n1Cc1ccco1	5	-3.3	-0.1	-1.5	-1.2	-0.6	-6	-5	-4	6	-2.5
34	N/C(Cc1nc(-c2ccc(Cl)cc2)cs1)=N/O	-10	3.0	2.2	-1.2	0.0	-0.5	7	-4	-1	3	1.3
35	CN(CC(=O)Nc1ccc(Cl)c(C(F)(F)F)c1)C(=O)Cc1ccsc1	-8	0.0	0.9	-0.8	-0.9	-0.3	2	-4	0	4	-2.3
36	NC(=O)c1cccc2c1-c1ccccc1/C2=N/NC(N)=S	7	1.3	0.1	-1.1	-0.4	-0.7	8	19	2	5	-0.4
37	CCCCNC(=O)NNC(=O)c1ccco1	-1	-0.6	0.1	-0.3	1.6	0.3	2	5	-1	-3	-2.1
38	Cc1ccc(NC(=O)c2csnn2)c(C)c1	2	0.2	1.1	-1.5	-0.7	0.0	4	0	-3	-3	1.9
39	COc1ccccc1NC(=O)N(Cc1cccs1)Cc1cc2cc3c(cc2[nH]c1=O)OCO3	12	-3.1	-0.4	-0.6	0.5	-0.8	7	3	0	-97	0.6
40	CCOC(=O)N1CCN(c2nc3ccccc3nc2C(C#N)S(=O)(=O)c2ccc(C)cc2)CC1 (centres undefined)	-21	0.1	-0.4	-1.2	-1.1	-0.3	-3	-1	2	-86	-1.6
41	COc1ccc(/C=N/NC(=O)c2csc(-n3nc(C)cc3C(F)(F)F)n2)cc1	-5	3.9	-1.1	0.2	-1.5	-1.2	-2	3	5	-1	0.9
42	Cc1ccc(C(=O)N2N=C(c3ccccc3)CC2(O)C(F)(F)F)o1 (centres undefined)	-15	0.5	-1.2	-2.3	-2.0	-1.0	-1	-2	1	1	2.1
43	COc1cc(C)c(C2NC(=O)c3ccccc3N2)cc1C (centres undefined)	4	-5.2	-3.1	-0.7	-0.2	-3.7	5	7	-2	-358	3.2
44	CSC(=CC(=O)c1ccc(F)cc1)SC	3	0.9	1.1	-1.8	-0.3	0.5	-5	1	2	10	4.1
45	COc1cc(C2NC(=S)NC3=C2C(=O)CCC3)ccc1O (centres undefined)	4	0.0	0.5	-0.7	0.4	0.0	6	7	-2	-4	-0.8
46	O=C(CCc1ccccc1)NCCS(=O)(=O)N1CCN(c2ccccc2)CC1	-3	-0.7	-0.2	-0.6	-0.1	-1.1	0	0	-1	-9	-0.6
47	CCOC(=O)c1ccc2c(c1)n(CC)c(C)[n+]2CC	-3	-2.3	-0.4	-1.5	-0.6	1.2	8	4	-3	-3	0.1
48	COc1ccc(S(=O)(=O)Nc2ccccc2C(=O)N2CCCC2)cc1OC	-4	0.2	1.0	0.0	-0.5	-0.6	2	2	-1	3	0.4
49	CN(C)CCNC(=O)COc1ccc(Cl)cc1Cl	-7	3.2	0.1	-1.4	-0.3	-0.4	7	-3	1	1	0.0
50	COC(=O)CN(c1ccccc1)S(=O)(=O)c1cc(Br)ccc1OC	-6	2.1	-0.4	-0.7	-0.3	0.3	·	·	-1	2	0.2

# (list continues)
no.	Compound	HGIII-sPLA2 inh	GAA850 FXN act	DAX1 inh-1	ssDAF12 agonist	hcDAF-12 act	DAX1 inh-2	GC-A act	GC-B act	SMARCA2 activ	ADAM10 inh	hgDAF-12 ag
51	COc1ccc(NC2=C3CCCC=C3N(c3ccc(OC)cc3)C2=O)cc1	-4	0.2	0.3	-1.9	-0.7	-0.5	2	4	0	-3	-0.5
52	CC(=O)c1ccc(NC(=O)CCCN2C(=O)COc3ccc(C)cc32)cc1	-8	2.1	-1.0	-0.6	0.8	-0.1	4	-6	2	1	-2.7
53	Cc1ccnc(SCc2cc(=O)c(OC(=O)c3ccc(Br)o3)co2)n1	0	3.4	0.6	-1.4	-0.8	0.0	1	1	3	-3	0.5
54	CC(=O)Nc1nc(-c2ccccc2)c(-c2ccccc2)o1	1	3.2	0.2	-1.5	-2.1	-0.5	-9	-6	-2	-3	1.1
55	COc1cccc(N2CCN(CC(=O)Nc3nc4c(s3)CC(C)CC4)CC2)c1 (centres undefined)	-15	-0.2	-0.9	-1.2	-0.6	-1.2	-1	-7	-2	11	0.1
56	Cc1ccc(Nc2nc(N)nc(CN3CCC(C)CC3)n2)c(C)c1	-7	1.3	1.4	-0.4	-2.4	0.9	-5	10	-1	8	2.2
57	CCCCC1CCC(C(=O)N(C)CC(=O)Nc2cccc(OC)c2)CC1 (centres undefined)	4	-0.4	0.2	-0.9	0.1	-1.5	-4	2	-2	-9	3.1
58	O=C(Cn1nc(C(F)(F)F)c2c1CCC2)NCc1ccc(F)cc1	0	-2.5	0.3	-0.8	1.2	-0.3	0	0	-2	-1	-0.4

# Complete entries, looked up by structure. Order of screens: HGIII-sPLA2 inh | GAA850 FXN act | DAX1 inh-1 | ssDAF12 agonist | hcDAF-12 act | DAX1 inh-2 | GC-A act | GC-B act | SMARCA2 activ | ADAM10 inh | hgDAF-12 ag
# COc1cc(CNC(=O)c2cc(-c3cc(F)ccc3OCC3CCCO3)n[nH]2)cc(OC)c1 (centres undefined) across the screens: -3 | -1.3 | · | -1.7 | -2.2 | -0.4 | 9 | 9 | -2 | -3 | -2.5
# CC1Sc2ccc(S(=O)(=O)CCC(=O)Nc3ccccn3)cc2NC1=O (centres undefined) across the screens: 4 | 0.9 | 0.1 | -1.1 | -0.5 | 0.1 | -2 | 0 | -1 | -18 | -0.5
# N#CCNC1CC(=O)N(c2ccc(F)cc2)C1=O (centres undefined) across the screens: -2 | 0.1 | 0.8 | -1.2 | 0.7 | -0.3 | 1 | 2 | 2 | 2 | 8.8
